L3MBTL1 inh: qHTS Assay for the Inhibitors of L3MBTL1; Lethal(3)malignant brain tumor-like protein 1 (Homo sapiens), Q9Y468; Potency, µM (series often up to 57.1 µM), inactives show at the highest dose activity, negative = inhibition, hits mostly inhibitors; AlphaScreen L3MBTL1–H3K9me1 peptide binding; AID 485360, 2010; 230,000 tested, 0.66% active; further: nearly all actives have a fitted effect of over 60% in size
Target sequence (Q9Y468 whole entry, looked up): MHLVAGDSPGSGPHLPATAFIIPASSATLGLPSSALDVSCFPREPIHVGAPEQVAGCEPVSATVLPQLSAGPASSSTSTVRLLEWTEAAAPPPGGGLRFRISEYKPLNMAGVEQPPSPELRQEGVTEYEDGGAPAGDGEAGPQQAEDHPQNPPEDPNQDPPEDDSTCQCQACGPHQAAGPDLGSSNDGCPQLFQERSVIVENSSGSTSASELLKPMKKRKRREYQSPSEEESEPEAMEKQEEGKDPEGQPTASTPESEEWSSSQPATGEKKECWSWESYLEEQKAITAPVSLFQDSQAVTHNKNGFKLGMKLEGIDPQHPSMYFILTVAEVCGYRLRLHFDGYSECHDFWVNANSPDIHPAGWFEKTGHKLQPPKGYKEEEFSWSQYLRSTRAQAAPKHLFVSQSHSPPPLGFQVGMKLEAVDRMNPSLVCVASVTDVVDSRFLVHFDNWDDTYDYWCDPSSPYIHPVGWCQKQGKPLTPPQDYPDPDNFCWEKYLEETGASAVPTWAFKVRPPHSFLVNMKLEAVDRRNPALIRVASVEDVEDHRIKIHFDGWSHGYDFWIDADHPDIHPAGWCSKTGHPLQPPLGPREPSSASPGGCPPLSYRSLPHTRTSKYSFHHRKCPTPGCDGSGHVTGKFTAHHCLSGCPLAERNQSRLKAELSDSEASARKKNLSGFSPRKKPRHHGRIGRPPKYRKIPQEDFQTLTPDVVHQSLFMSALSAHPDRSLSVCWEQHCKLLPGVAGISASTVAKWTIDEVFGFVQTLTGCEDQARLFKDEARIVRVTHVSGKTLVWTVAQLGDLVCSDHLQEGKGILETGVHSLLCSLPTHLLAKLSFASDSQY
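Displacement of a biotinylated histone H3(1-15) peptide monomethylated at Lys9 (75 nM) from L3MBTL1 (50 nM) was measured by AlphaScreen after a 30 min room-temperature compound incubation; cefsulodin titration served as intraplate control.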
TexasRed fluor: Total Fluorescence Counterscreen for Inhibitors of the Interaction of Thyroid Hormone Receptor and Steroid Receptor Coregulator 2; TRb/SRC2 Texas Red total fluorescence interference; Potency, µM (doses to about 106 µM), inactives show top-dose fluorescence change, negative = quenching; 280,000 tested, 0.29% active; active means well fitted curve in either direction with a large enough effect; inconclusive means small, poorly fitted or top-dose-only effect
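Human TRb ligand-binding domain at 0.6 uM with 20 nM Texas Red SRC2 peptide in Tris buffer containing 1 uM T3 and 5% DMSO, incubated with compound 5 h at ambient temperature. Total fluorescence (555/632 nm) calculated as parallel + 2 × perpendicular.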
JMJD2E inh: qHTS Assay for Inhibitors of Human Jumonji Domain Containing 2E (JMJD2E); Lysine-specific demethylase 4E (Homo sapiens), B2RXH2; Potency, µM (titrated, usually from 57.1 µM), for the others: top-dose activity change, negative = inhibition, actives largely listed as inhibitors; 230,000 tested, 1.6% active; AID 2147, 2009; JMJD2E catalytic domain, FDH-coupled NADH fluorescence (FDH is formaldehyde dehydrogenase); active means well fitted inhibition curve with a large enough effect, not every such curve was filed as active; inconclusive means small, poorly fitted or top-dose-only effect, or another doubt; inactive means no such curve, though single readings can be large or run the other way;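 further: 0% = wells with enzyme and -100% = buffer wells without enzyme; nearly all actives have a fitted effect of over 50% in size; many of its hits are not listed in these tables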
RECQ1 helicase: qHTS Assay for Inhibitors of RecQ-Like Dna Helicase 1 (RECQ1) | RECQ1 DNA unwinding, red fluorescence kinetic read | 240,000 tested, 0.54% active | Potency, µM (top dose mostly 57.3 µM), for inactives: at the top dose activity, negative = inhibition, usual class: inhibitors;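 further: plate controls were vehicle for no effect and no enzyme for full effect; nearly all actives have a fitted effect of over 30% in size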
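RECQ1T1 50 nM; forked duplex (20 bp + 30-nt ss tails) 200 nM, ATP 2 mM final; pH 8.0, 2 mM MgCl2, 2.5 ug/ml poly(dI-dC); 15 min compound preincubation; discontinuous kinetic read over 2 h at RT.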
TRb SRC2 PPI: qHTS for Inhibitors of the Interaction of Thyroid Hormone Receptor and Steroid Receptor Coregulator 2 | TRbeta-SRC2 peptide binding, fluorescence polarization; receptor liganded with 1 µM T3 | Potency, µM (series often up to 106 µM), without a hit: at the top dose activity change, negative = inhibition, hits mostly inhibitors | 280,000 tested, 0.065% active | AID 1469, 2008;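 further: plate controls were bound peptide for no effect and peptide without receptor for full effect; nearly all actives have a fitted effect of over 50% in size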
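Assay buffer: 20 mM Tris-HCl, 100 mM NaCl, 10% glycerol, 1 mM EDTA, 0.01% NP-40, 1 mM DTT, 1 uM T3, 5% DMSO; TRb LBD 0.6 uM, Texas Red SRC2 20 nM; FP after 5 hr.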
Tau ThT inhib: qHTS for Inhibitors of Tau Fibril Formation, Thioflavin T Binding. recombinant tau K18 P301L (four-repeat tau fragment), heparin-induced fibrillization, ThT fluorescence. 270,000 tested, 2.1% active. Potency, µM (titrated, usually from 57.4 µM), for the others: top-dose activity, negative = inhibition, hits mostly inhibitors. Microtubule-associated protein tau (Homo sapiens), P10636. AID 1460, 2008; further: nearly all actives have a fitted effect of over 55% in size
Target sequence (P10636 561-689 P618L limits assumed): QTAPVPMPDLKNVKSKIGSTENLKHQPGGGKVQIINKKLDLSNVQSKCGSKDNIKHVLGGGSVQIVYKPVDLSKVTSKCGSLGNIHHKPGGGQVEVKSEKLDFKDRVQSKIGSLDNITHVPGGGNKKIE
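Heparin-induced (20 uM) aggregation of recombinant human K18 P301L tau, 15 uM unlabeled with 0.24 uM labeled, pH 7 acetate buffer, 6 hr at 37 C with compound. Fibrils quantified by 30 uM ThT fluorescence after 1 hr ambient incubation.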
Tau FP inhib: qHTS for Inhibitors of Tau Fibril Formation, Fluorescence Polarization; K18 P301L tau heparin fibrillization, Alexa594 FP, 6 h; Potency, µM (top dose mostly 57.7 µM), inactives show at the top dose activity, negative = inhibition, usual class: inhibitors; 280,000 tested, 0.39% active; further: nearly all actives have a fitted effect of over 55% in size
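Human K18 P301L fragment (15 uM unlabeled plus 0.24 uM Alexa 594-labeled) in 100 mM sodium acetate pH 7 with compound, aggregation induced by 20 uM heparin for 6 hr at 37 C. ThT (30 uM) added for 1 hr, then Alexa 594 FP read.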
RGS12 GoLoco inh: qHTS Assay for Inhibitors of RGS12 GoLoco Motif Activity (Red Fluorophore) | Gai1:RGS12 GoLoco peptide FP, rhodamine, 10 min | Potency, µM (highest dose often 61.6 µM), inactives show top-dose activity, negative = inhibition, hits mostly inhibitors | 230,000 tested, 0.44% active | AID 880, 2007; active means well fitted inhibition curve with a large enough effect, not every such curve was filed as active; inactive means no such curve, though single readings can be large or run the other way; further: nearly all actives have a fitted effect of over 30% in size; many of its hits are not listed in these tables
Active calls of the source: *; [ ] = dose if it differs, or a comment. Unless noted, the call rests on the fitted dose curve; in most records, active means well fitted curve in the direction sought with a large enough effect; inconclusive means small, poorly fitted or top-dose-only effect, or another doubt; inactive means no such curve, though single readings can be large; an effect the other way counts as inactive or inconclusive. Unless noted, on the % scale 0 is the no-effect control and ±100 the full control effect; potency means the concentration at half of the fitted maximal effect. This is a subset; rates above refer to the full screens.

Results for CC(=O)N1CCc2cc(S(=O)(=O)CCC(=O)Nc3ccc4c(c3)OCCO4)ccc21 ?
L3MBTL1 inh: -0.2%; TexasRed fluor: 1.2%; JMJD2E inh: 1.7%; RECQ1 helicase: -0.6%; TRb SRC2 PPI: -4.6%; Tau ThT inhib: -6.8%; Tau FP inhib: 8.6%; RGS12 GoLoco inh: 10.2%

Results for Cc1cc2nnc(SCc3ccccc3)n2c(N)n1 ?
L3MBTL1 inh: -1.9%; TexasRed fluor: -8.3%; JMJD2E inh: 3.0%; RECQ1 helicase: 12.9%; TRb SRC2 PPI: -0.5%; Tau ThT inhib: 9.6%; Tau FP inhib: 1.8%; RGS12 GoLoco inh: -4.5%

How did COc1ccccc1N(CC(O)COc1ccc(C)cc1)S(=O)(=O)c1ccccc1 (stereo unspecified) do in these assays?
L3MBTL1 inh: 7.9%; TexasRed fluor: -3.5%; JMJD2E inh: -0.5%; RECQ1 helicase: -1.9%; TRb SRC2 PPI: 4.7%; Tau ThT inhib: -13.5%; Tau FP inhib: 10.6%

What do the screens show for `Cc1onc(-c2ccccc2Cl)c1C(=O)NNC(=O)c1nn(C)cc1Cl`?
L3MBTL1 inh: -0.5%; TexasRed fluor: -1.2%; JMJD2E inh: 6.7%; RECQ1 helicase: 6.5%; TRb SRC2 PPI: -2.0%; Tau ThT inhib: -1.6%; Tau FP inhib: 11.6%; RGS12 GoLoco inh: 7.2%

How did COc1ccc(NC(=O)N2CCN(C(=O)C(Cc3ccc(F)cc3)NC(C)=O)CC2)cc1 (stereo unspecified) do in these assays?
L3MBTL1 inh: -2.1%; TexasRed fluor: -2.6%[53 µM]; JMJD2E inh: -20.3%; RECQ1 helicase: 9.3%; TRb SRC2 PPI: 3.9%[53 µM]; Tau ThT inhib: -11.5%; Tau FP inhib: 4.7%; RGS12 GoLoco inh: 60.4%[activator]

Results for Cc1ccc(-n2c(=O)c3c(cnn3C)n(CC(=O)Nc3c(C)cccc3C)c2=O)cc1 ?
TexasRed fluor: -2.1%; TRb SRC2 PPI: -1.0%; Tau ThT inhib: -7.5%; Tau FP inhib: inconclusive

What do the screens show for `CCN(CCCNC(=O)C1CCN(S(=O)(=O)N2CCC3(CC2)OCCO3)CC1)c1ccccc1`?
L3MBTL1 inh: -2.9%; TexasRed fluor: -1.2%; JMJD2E inh: 9.0%; RECQ1 helicase: -0.2%; TRb SRC2 PPI: 3.5%; Tau ThT inhib: -14.3%; Tau FP inhib: 1.5%; RGS12 GoLoco inh: -4.6%

How did CCN1C(=O)/C(=C/N(C(C)=O)c2ccccc2)N(c2ccccc2)C1=S do in these assays?
TexasRed fluor: -4.5%; JMJD2E inh: -9.1%; RECQ1 helicase: inactive; TRb SRC2 PPI: -13.6%; Tau ThT inhib: inconclusive; Tau FP inhib: 4.7%; RGS12 GoLoco inh: 9.3%

What do the screens show for `Cc1nc2cc(-c3cccc(F)c3)nn2c(C)c1CCC(=O)Nc1ccccc1C(N)=O`?
TexasRed fluor: -2.5%; TRb SRC2 PPI: -3.5%; Tau ThT inhib: -10.0%; Tau FP inhib: -12.4%

How did O=C(NC(=S)Nc1cc([N+](=O)[O-])ccc1O)c1cccnc1 do in these assays?
L3MBTL1 inh: 55.8%[activator]; TexasRed fluor: -3.0%; JMJD2E inh: -1.2%; RECQ1 helicase: -1.2%; TRb SRC2 PPI: -0.8%; Tau ThT inhib: inconclusive; Tau FP inhib: 3.6%; RGS12 GoLoco inh: 4.7%

What do the screens show for `NC(=O)COC(=O)c1cccc2c1-c1ccccc1C2=O`?
L3MBTL1 inh: 6.7%; TexasRed fluor: -5.0%; JMJD2E inh: 1.3%; RECQ1 helicase: -15.7%; TRb SRC2 PPI: -0.1%; Tau ThT inhib: -6.4%; Tau FP inhib: -9.0%; RGS12 GoLoco inh: 8.6%

Results for CC(=O)Nc1ccc(S(=O)(=O)Nc2cc(-c3ccccc3)nn2C)cc1 ?
L3MBTL1 inh: 2.9%; TexasRed fluor: -4.6%; JMJD2E inh: 9.4%; RECQ1 helicase: -3.1%; TRb SRC2 PPI: -0.7%; Tau ThT inhib: -10.1%; Tau FP inhib: 2.3%; RGS12 GoLoco inh: -6.3%

How did N#C/C(=C/c1ccc(N2CCOCC2)o1)C(=O)Nc1ccccc1 do in these assays?
L3MBTL1 inh: -10.1%; TexasRed fluor: -2.3%; JMJD2E inh: -10.6%; RECQ1 helicase: inactive; TRb SRC2 PPI: -2.5%; Tau ThT inhib: inconclusive; Tau FP inhib: 7.1%; RGS12 GoLoco inh: 34.4%[activator]

How did Cc1cc2n(n1)CCC(=O)N2Cc1ccc(C(=O)Nc2ccc(F)cc2F)cc1 do in these assays?
TexasRed fluor: -3.2%; TRb SRC2 PPI: -10.1%; Tau ThT inhib: -5.7%; Tau FP inhib: -15.3%

What do the screens show for `COc1ccccc1N1CCN(Cc2cc(=O)n3ccsc3n2)CC1`?
L3MBTL1 inh: 8.1%; TexasRed fluor: -2.0%; JMJD2E inh: -2.8%; RECQ1 helicase: 12.0%; TRb SRC2 PPI: -1.6%; Tau ThT inhib: 1.0%; Tau FP inhib: -2.0%; RGS12 GoLoco inh: 12.9%

How did CCn1cc(C(=O)N2CCOCC2)c(=O)c2cc(S(=O)(=O)N(C)C3CCCCC3)ccc21 do in these assays?
L3MBTL1 inh: 6.9%; TexasRed fluor: -6.2%; JMJD2E inh: inconclusive; RECQ1 helicase: -7.4%; TRb SRC2 PPI: -9.2%; Tau ThT inhib: 9.4%; Tau FP inhib: -6.9%; RGS12 GoLoco inh: -12.4%

How did COc1ccc2cc3c(N)nn(C(=O)c4ccc(F)cc4Cl)c3nc2c1 do in these assays?
TexasRed fluor: -2.3%; TRb SRC2 PPI: -2.0%; Tau ThT inhib: -15.7%; Tau FP inhib: -5.0%

Results for C=CCc1ccccc1OCCSc1nc(-c2cccs2)nc2cc(=O)[nH]n12 ?
TexasRed fluor: 0.1%; TRb SRC2 PPI: 1.2%; Tau ThT inhib: -12.0%; Tau FP inhib: -16.5%

How did Cc1cc(Cl)ccc1Oc1ncnc2oc(-c3ccccc3)cc12 do in these assays?
L3MBTL1 inh: -1.6%; TexasRed fluor: inconclusive; JMJD2E inh: inconclusive; RECQ1 helicase: -5.2%; TRb SRC2 PPI: -25.8%; Tau ThT inhib: -15.1%; Tau FP inhib: -18.8%; RGS12 GoLoco inh: 20.6%

Results for COc1ccc(CN=C2NC(=O)CC(C(=O)Nc3cc(C)cc(C)c3)S2)cc1 (stereo unspecified) ?
L3MBTL1 inh: -0.2%; TexasRed fluor: 3.3%; JMJD2E inh: 13.1%; RECQ1 helicase: 6.2%; TRb SRC2 PPI: 5.5%; Tau ThT inhib: inconclusive; Tau FP inhib: 2.8%; RGS12 GoLoco inh: 9.2%

Results for CCOC(=O)N1CCC(n2c(SCC(=O)N3CCCC3)nc3ccccc3c2=O)CC1 ?
L3MBTL1 inh: 10.8%; TexasRed fluor: 0.8%; JMJD2E inh: 2.6%; RECQ1 helicase: inactive; TRb SRC2 PPI: -2.5%; Tau ThT inhib: inconclusive; Tau FP inhib: -1.0%; RGS12 GoLoco inh: 4.2%

What do the screens show for `CC(C)c1nc(SCC(=O)NCc2ccccc2)n[nH]1`?
L3MBTL1 inh: 2.8%; TexasRed fluor: -5.9%; JMJD2E inh: 7.4%; RECQ1 helicase: inactive; TRb SRC2 PPI: 1.0%; Tau ThT inhib: 2.5%; Tau FP inhib: -1.3%; RGS12 GoLoco inh: -1.3%

How did Cc1cc(OCCN2CCCCC2)nc2ccccc12 do in these assays?
TexasRed fluor: -0.9%; JMJD2E inh: 4.7%; RECQ1 helicase: -7.4%; TRb SRC2 PPI: -5.4%; Tau ThT inhib: 0.8%; Tau FP inhib: 2.9%; RGS12 GoLoco inh: 15.2%

What do the screens show for `c1csc(-c2noc(CN3CCc4sccc4C3)n2)c1`?
L3MBTL1 inh: -4.6%; TexasRed fluor: -5.6%; JMJD2E inh: -19.6%; RECQ1 helicase: 0.6%; TRb SRC2 PPI: -1.1%; Tau ThT inhib: 1.5%; Tau FP inhib: 6.2%; RGS12 GoLoco inh: 9.3%

What do the screens show for `CC(=O)NC(CC(=O)O)c1ccc(F)cc1` (stereo unspecified)?
L3MBTL1 inh: 8.4%; TexasRed fluor: -0.1%; JMJD2E inh: 9.1%; RECQ1 helicase: -4.9%; TRb SRC2 PPI: -4.4%; Tau ThT inhib: -8.7%; Tau FP inhib: -0.4%; RGS12 GoLoco inh: 12.1%

Results for Cc1ccc(NC(=O)CCCN2C(=O)COc3ccc(C)cc32)c(C)c1 ?
TexasRed fluor: 1.0%; TRb SRC2 PPI: 1.4%; Tau ThT inhib: -8.2%; Tau FP inhib: 5.3%

How did O=C(Nc1nc2ccsc2c(=O)s1)c1ccc(F)cc1 do in these assays?
TexasRed fluor: -6.3%; JMJD2E inh: -0.1%; RECQ1 helicase: -0.4%; TRb SRC2 PPI: -0.9%; RGS12 GoLoco inh: 6.6%

Results for Cc1ccc(Nc2cc(-c3ccccc3)nc3ncnn23)cc1 ?
L3MBTL1 inh: 8.9%; TexasRed fluor: 0.0%; JMJD2E inh: 2.3%; RECQ1 helicase: 7.6%; TRb SRC2 PPI: -0.2%; Tau ThT inhib: -8.3%; Tau FP inhib: 1.0%; RGS12 GoLoco inh: 5.0%

How did CCOC(=O)c1ccc(NC(=O)c2cc3c(C)nn(-c4ccccc4Cl)c3s2)s1 do in these assays?
L3MBTL1 inh: 6.0%; TexasRed fluor: -6.7%; JMJD2E inh: -1.0%; RECQ1 helicase: -10.2%; TRb SRC2 PPI: 6.0%; Tau ThT inhib: -1.9%; Tau FP inhib: inconclusive; RGS12 GoLoco inh: -4.8%
